Compound activity: PubChem, The Scripps Research Institute Molecular Screening Center
FBW7 activator: FBW7 E3 ligase activators, primary screen, biochemical, AlphaScreen, human; F-box/WD repeat-containing protein 7 (Homo sapiens), Q969H0; AlphaScreen FBW7–phospho-cyclin E peptide binding, activator screen; normalized activity (activation), % at 26.1 µM; 650,000 tested, 0.13% active; in the data active = normalized activity above about 1.9%;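 note: purified mutant Fbw7 with reduced substrate affinity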
GPR151 activ: activators of human GPR151, primary screen, cell-based, PathHunter beta-arrestin, luminescence. G-protein coupled receptor 151 (Homo sapiens), Q8TDV0. PathHunter beta-arrestin GPR151 cells. activation, % at 11.2 µM. 650,000 tested, 1% active; in the data active = activation above about 4.9%;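 note: 0% = median of compound wells and 100% = cells with positive control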
Target sequence (Q8TDV0 whole entry, looked up): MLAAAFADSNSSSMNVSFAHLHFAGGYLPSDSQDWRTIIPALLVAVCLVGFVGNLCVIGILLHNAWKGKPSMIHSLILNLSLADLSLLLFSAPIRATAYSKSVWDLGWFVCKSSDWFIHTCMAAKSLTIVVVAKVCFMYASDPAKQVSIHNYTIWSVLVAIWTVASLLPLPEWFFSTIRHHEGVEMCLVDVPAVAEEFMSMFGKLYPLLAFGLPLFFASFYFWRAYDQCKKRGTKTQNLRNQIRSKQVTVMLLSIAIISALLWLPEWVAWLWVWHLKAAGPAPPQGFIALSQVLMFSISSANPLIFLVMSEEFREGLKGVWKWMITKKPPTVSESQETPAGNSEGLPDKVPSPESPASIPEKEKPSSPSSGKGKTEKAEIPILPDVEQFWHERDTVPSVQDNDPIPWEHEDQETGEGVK
TEAD-YAP inh: TEAD-YAP interaction inhibition, primary screen, TEAD-YAP interaction inhibitor project, luminescence, HEK-TIYL cells. TEAD-Gal4/YAP UAS-luciferase luminescence. inhibition, % at 9.12 µM. 640,000 tested, 1.4% active. AID 1259422, 2018; in the data active = inhibition above about 32%;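 note: 0% = median of test compound wells and 100% = reference inhibitor wells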
MITF primary: MITF inhibitors, primary screen, biochemical, AlphaScreen, human | 650,000 tested, 0.91% active | AID 1259374, 2018 | AlphaScreen MITF homodimerization, bead proximity signal | inhibition, % at 2.6 µM; in the data active = inhibition above about 50%;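 note: 0% = vehicle wells with protein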
Target sequence (O75030 whole entry, looked up): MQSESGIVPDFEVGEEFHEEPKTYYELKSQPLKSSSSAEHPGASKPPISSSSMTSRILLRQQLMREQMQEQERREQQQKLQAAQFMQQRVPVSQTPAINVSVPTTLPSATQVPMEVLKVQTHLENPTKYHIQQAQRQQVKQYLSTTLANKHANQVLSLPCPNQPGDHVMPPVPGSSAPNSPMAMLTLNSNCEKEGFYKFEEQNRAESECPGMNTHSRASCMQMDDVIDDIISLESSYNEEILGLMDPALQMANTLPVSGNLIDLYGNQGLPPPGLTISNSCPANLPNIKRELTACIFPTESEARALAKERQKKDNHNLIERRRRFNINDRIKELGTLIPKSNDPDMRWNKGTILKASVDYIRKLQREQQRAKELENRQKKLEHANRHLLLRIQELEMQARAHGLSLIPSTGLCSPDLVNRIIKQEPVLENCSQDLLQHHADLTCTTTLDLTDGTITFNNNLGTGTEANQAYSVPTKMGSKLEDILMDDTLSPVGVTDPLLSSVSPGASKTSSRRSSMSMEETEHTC
Starred values were filed as active, the others as inactive.

SMILES | FBW7 activator | GPR151 activ | TEAD-YAP inh | MITF primary
CCC(C)NC(=O)CN(c1ccccc1OC)S(=O)(=O)c1ccc(C)cc1 (configuration not stated) | -0.1 | 1.5 | -19 | 0
CC1=C(C#N)C(=O)NC(=O)/C1=C\c1ccc(-c2ccc(Br)cc2)o1 | 0.0 | -0.5 | -6 | -15
NS(=O)(=O)c1ccc(NC(=O)CSc2nnc3c(n2)[nH]c2ccccc23)cc1 | -0.1 | 2.3 | -1 | -13
O=C(Nc1nnc(CSCc2ccccc2)s1)c1ccc(Cl)cc1 | 0.0 | 0.5 | 0 | 14
Cc1ccc(NC(=O)CSc2ncc(-c3ccc(F)cc3)o2)c(Cl)c1 | 0.1 | -1.0 | 13 | 14
CCOC(=O)CSc1n[nH]c(-c2ccc(Br)cc2)n1 | 0.2 | 0.4 | -1 | 2
COc1ccc(Nc2nnc(C)c3ccccc23)cc1 | -0.1 | -0.6 | -33 | 4
CCC(CC)=NNC(=O)CNC(=O)CNS(=O)(=O)c1ccc(Cl)cc1 | 0.0 | -0.9 | 2 | -10
CCC1CCC(=O)C(C2(O)C(=O)Nc3ccccc32)C1 (configuration not stated) | 0.1 | 1.3 | -7 | -19
O=c1cc(-c2ccc([N+](=O)[O-])cc2)c2ccccc2[nH]1 | 0.0 | -1.9 | 11 | 13
CC(C)(C)c1ccc(CC/C=N/NC(N)=S)cc1 | -0.2 | -0.9 | 27 | -2
Cc1ccc(NS(=O)(=O)c2cccc3c(S(=O)(=O)Nc4ccc(C)cc4C)cccc23)c(C)c1 | 0.1 | -0.6 | 7 | 4
CC1CCN(C(=O)CN(c2ccc(F)c(Cl)c2)S(C)(=O)=O)CC1 | 0.9 | -0.3 | 8 | 10
COc1cc(/C=C2/N=C(c3ccc(C(C)(C)C)cc3)OC2=O)cc(OC)c1OC | 0.1 | 3.1 | 3 | 9
N[C@H](Cc1ccccc1F)c1nc2ccc(-c3ccncc3)cc2[nH]1 | -1.1 | 0.3 | 10 | 9
N#Cc1ccc(/C=N/NC(=O)c2cc(O)cc(O)c2)cc1 | 0.1 | 1.7 | 33* | 0
CCCc1nnc2n1Nc1nc3ccccc3nc1S2 | 0.2 | 0.0 | 1 | -7
N#C/C(=C\c1ccc(OCCOc2ccccc2)cc1)C(=O)NCc1ccco1 | 0.0 | 1.1 | 10 | 8
CCC(C)NC(=O)c1sc2ncn(CC(=O)N3CCOCC3)c(=O)c2c1C (configuration not stated) | 0.6 | 0.2 | 11 | 8
Cc1ccc(CNC(=O)c2noc3c2COc2ccccc2-3)cc1 | 0.7 | 0.2 | -13 | 25
CC(=O)NC1(c2ccccc2)CCN(CC(=O)Nc2c(C)nn(C)c2C)CC1 | 0.0 | -1.1 | 5 | 19
CCCc1cc(N2CCN(c3cc(C)ccn3)CC2)n2c(nc3ccccc32)c1C#N | -0.1 | 1.0 | 10 | 8
COc1cccc(NC(=O)c2cccc3c2OCCCO3)c1 | -0.1 | -0.4 | -1 | 1
CCOC(=O)c1ccccc1NC(=O)c1cccc2c1C(=O)N(C1CCCCC1)C2 | -0.2 | 0.2 | -7 | -7
O=C(Nc1ccc(Br)cc1F)c1cc(S(=O)(=O)N2CCc3ccccc32)ccc1F | 0.1 | 0.9 | 6 | 3
Cc1ccc(CNC(=O)c2sc(=S)n3c2[nH]c(=O)c2ccccc23)cc1 | -0.1 | 0.4 | -4 | -7
O=C(Nc1cccc(Cl)c1)c1ccc(C(F)(F)F)cc1 | -0.1 | -0.2 | -47 | 2
O=S(=O)(c1ccccc1)c1nnn2c1nc(NC1CCCCC1)c1ccccc12 | 0.1 | 0.0 | 9 | 7
Cc1c(C(=O)N2CCOCC2)oc2ccc(S(=O)(=O)N3CCCCCC3)cc12 | -0.1 | 0.0 | -15 | 2
CCOC(=O)c1ccccc1NC(=O)C(=O)Nc1ccccc1C(=O)OCC | -0.5 | -0.6 | -1 | -6
COc1ccc(CCNC(=O)CSc2nc3[nH]ncc3c(=O)n2-c2cccc(C(F)(F)F)c2)cc1OC | -0.1 | -0.4 | 6 | 3
NC(=O)C1CCN(c2ccc(S(=O)(=O)Nc3ccccc3)cc2[N+](=O)[O-])CC1 | 0.1 | 0.7 | 6 | -11
COc1ccc(/C=N\NC(=O)c2cncc(Br)c2)cc1OC | 0.3 | 0.8 | -3 | 15
CCOC(=O)C1CCCN(c2c(N3CCN(C)CC3)c(=O)c2=O)C1 (configuration not stated) | -0.1 | 0.9 | 5 | 16
O=C(O)c1ccc(N=Cc2nc(-c3ccccc3F)oc2O)cc1 | -0.2 | 0.4 | -11 | 8
CCC(=O)N1c2ccccc2NC2=C(C(=O)CC(C)(C)C2)C1c1ccc(Cl)cc1 (configuration not stated) | -0.2 | 5.1* | 10 | 0
Cc1ccccc1C(=O)NCCNc1nc2c(c(=O)n(C)c(=O)n2C)n1Cc1ccccc1 | -0.1 | -0.3 | 7 | 30
COc1ccc(-n2c(SCc3nc(-c4cccs4)no3)nnc2-c2ccncc2)cc1 | -0.6 | 0.1 | -4 | 1
COc1ccc(NC(=O)c2sc3ncn(CC(=O)Nc4ccccc4OC)c(=O)c3c2C)c(OC)c1 | -0.2 | -0.3 | 6 | 8
C[C@@H]1CN(C2CCN(C(=O)CCc3nnc(CCC4CCCCC4)o3)CC2)C[C@H](C)O1 | 0.0 | 1.1 | -33 | 14
O=C1C(=O)N(CCCN2CCOCC2)C(c2ccccc2)/C1=C(\O)c1ccc(Cl)cc1 (configuration not stated) | 0.2 | 0.8 | -1 | 8
COc1cc(NC(=O)Cc2ccc(Cl)cc2)c(OC)cc1Cl | 0.2 | -0.4 | 3 | 50
O=C(c1cc(COc2cccc(C(F)(F)F)c2)on1)N1CCCCO1 | 0.2 | -0.9 | -66 | 12
CCCN1CCN(S(=O)(=O)c2ccc3c(c2)SCC(=O)N3)CC1 | 0.1 | -0.5 | -3 | -1
O=C(OCCNc1ccc([N+](=O)[O-])cn1)c1cc2ccccc2oc1=O | 0.0 | -1.2 | 9 | -1
CCCN1CCN(C(=O)C2CC(=O)c3sc(NC(=O)c4cccs4)nc3C2)CC1 (configuration not stated) | 0.1 | -0.1 | -4 | 3
Cn1c(=O)[nH]c(=O)c2[nH]c(N(CCO)CCO)nc21 | -1.9 | -0.4 | 0 | -1
Cc1ccc2nc(N3CCC(C(=O)NC(C)Cc4ccsc4)CC3)nc(C)c2c1 (configuration not stated) | 0.1 | -1.3 | 0 | -13
Cc1ccc(NC(=O)c2ccc(Cl)c(Cl)c2)cc1C | 0.0 | 3.1 | -53 | 8
Cc1ccccc1NC=C1C(=O)OC(C)(C)OC1=O | -0.1 | -0.1 | 6 | 0
O=C(Nc1ccc([N+](=O)[O-])cc1)/C(=C\c1ccc2c(c1)OCO2)NC(=O)c1ccccc1Cl | 0.0 | -0.7 | 3 | 6
O=C(O)c1cccn2c(=O)c3ccccc3nc12 | -0.1 | 0.8 | 5 | -3
COc1ccc(CCNc2cc(Nc3cccc(N(C)C)c3)ncn2)cc1 | -0.1 | 0.6 | 3 | 17
COc1cc(NS(=O)(=O)c2ccc(NC(C)=O)cc2)ncn1 | 0.4 | -0.5 | -1 | 12
CCOC(=O)COc1ccc(/C=C2/NC(=O)N(Cc3ccc(F)cc3)C2=O)cc1OC | 0.4 | -0.8 | 6 | 16
COc1ccc(CCNc2cc(Nc3cccnc3)ncn2)cc1 | -0.1 | 2.2 | -4 | 0
CNc1cc(C(=O)OC)cc([N+](=O)[O-])c1 | 0.2 | -0.8 | 4 | -7
CC1=C(C(=O)OC(C)C)C(c2ccccc2OCc2ccccc2)C2=C(CC(c3ccccc3)CC2=O)N1 (configuration not stated) | 0.0 | 0.6 | 11 | 8
COc1ccc(CC(=O)Nc2ccc(C)c(Cl)c2)cc1OC | 0.0 | 0.5 | 8 | -6
COC(=O)c1ccc(NS(=O)(=O)c2c[nH]c(=O)[nH]c2=O)cc1 | 1.0 | -2.4 | -4 | 19

Shown with values under each structure: part of the list above.
Each structure is followed by: FBW7 activator, GPR151 activ, TEAD-YAP inh, MITF primary
CCCN1CCN(C(=O)C2CC(=O)c3sc(NC(=O)c4cccs4)nc3C2)CC1 (configuration not stated)
  0.1, -0.1, -4, 3
Cn1c(=O)[nH]c(=O)c2[nH]c(N(CCO)CCO)nc21
  -1.9, -0.4, 0, -1
Cc1ccc2nc(N3CCC(C(=O)NC(C)Cc4ccsc4)CC3)nc(C)c2c1 (configuration not stated)
  0.1, -1.3, 0, -13
Cc1ccc(NC(=O)c2ccc(Cl)c(Cl)c2)cc1C
  0.0, 3.1, -53, 8
Cc1ccccc1NC=C1C(=O)OC(C)(C)OC1=O
  -0.1, -0.1, 6, 0
O=C(Nc1ccc([N+](=O)[O-])cc1)/C(=C\c1ccc2c(c1)OCO2)NC(=O)c1ccccc1Cl
  0.0, -0.7, 3, 6
O=C(O)c1cccn2c(=O)c3ccccc3nc12
  -0.1, 0.8, 5, -3
COc1ccc(CCNc2cc(Nc3cccc(N(C)C)c3)ncn2)cc1
  -0.1, 0.6, 3, 17
COc1cc(NS(=O)(=O)c2ccc(NC(C)=O)cc2)ncn1
  0.4, -0.5, -1, 12
CCOC(=O)COc1ccc(/C=C2/NC(=O)N(Cc3ccc(F)cc3)C2=O)cc1OC
  0.4, -0.8, 6, 16
COc1ccc(CCNc2cc(Nc3cccnc3)ncn2)cc1
  -0.1, 2.2, -4, 0

Later entries:
SMILES | FBW7 activator | GPR151 activ | TEAD-YAP inh | MITF primary
CC12CCC(C(=O)Nc3cccnc3)(OC1=O)C2(C)C (configuration not stated) | -0.1 | 1.1 | -6 | 3
O=C1CCCC2=C1C(c1cccc(Cl)c1Cl)c1c(ccc3ncccc13)N2 (configuration not stated) | 0.6 | -0.6 | -5 | 10
CCC1(CC)Nc2ccccc2C(=O)N1c1ccccc1 | 0.2 | -1.9 | -32 | 11
O=C(C1=Cc2ccccc2OC1)N1CCn2c(CO)nnc2C1 | 0.3 | 1.7 | -2 | 2
COC(=O)N1CCC(C(=O)NC(c2ccc(OC)cc2)c2ccccn2)CC1 (configuration not stated) | 0.3 | -0.5 | 6 | -3
CC1(C)Nc2ccccc2C(=O)N1c1ccc(Br)cc1 | -0.1 | -1.0 | -27 | 2
CCOC(=O)C1=C(c2ccccc2)Nc2ncnn2C1c1cccc([N+](=O)[O-])c1 (configuration not stated) | -0.1 | -0.7 | 10 | -3
Cc1sc(NC(=O)c2ccc(Cl)cc2)nc1-c1ccccc1 | 0.2 | 0.8 | -10 | -8
Nc1nc(SCc2nc3ccccn3c2Br)n[nH]1 | 0.0 | -1.8 | 8 | 21
CCOc1cccc(C2NC(=O)NC(C)=C2C(=O)OC2CCCCCC2)c1 (configuration not stated) | -0.1 | 5.7* | -11 | 6
CC1CCCCC1NC(=O)COC(=O)Cc1ccc(Cl)cc1 (configuration not stated) | -0.3 | 2.1 | 2 | -18
O=C(Nc1ccc(Cl)cc1)c1cc(S(=O)(=O)N2CCOCC2)ccc1F | 0.0 | 0.0 | -5 | 15
Cc1ccc(C)c(N2CCN(Cc3nnnn3CCc3ccccc3)CC2)c1 | -0.1 | -0.7 | -11 | 4
O=c1oc(/C=C/c2cccc([N+](=O)[O-])c2)nc2ccccc12 | 0.1 | -3.7 | -24 | 14
O=C(COC(=O)c1ccc2c(c1)C(=O)N(c1ccc(Cl)cc1Cl)C2=O)c1ccccc1 | -0.1 | 0.3 | -2 | 0
COc1cc(SC)ccc1C(=O)N1CCN(Cc2ccccc2)CC1 | -0.1 | 2.7 | 5 | 11
Cc1ccc(C(=O)N/N=C/c2c3ccccc3cc3ccccc23)cn1 | 0.3 | 2.0 | 3 | 2
COc1ccc2c(c1OC)C(=O)OC2CC(=O)O (configuration not stated) | 0.0 | -0.5 | 10 | 11
Cc1ccc(-c2nn(CC(=O)NCc3ccccc3)c(=O)c3ccccc23)cc1 | 0.2 | 5.1* | -1 | 24
Cc1cccc2c1NC(c1ccc([N+](=O)[O-])cc1)C1CC=CC21 (configuration not stated) | -0.1 | 2.1 | 4 | 11
O=C(NNC(=O)c1ccccc1OCCOc1ccccc1)c1ccc(F)cc1F | 0.1 | 0.9 | 13 | -3
Cc1ccc(C(C)C)c(OCC(=O)Nc2ccc3c(c2)oc2ccccc23)c1 | 0.0 | -1.1 | 7 | 2
CC(=O)Nc1cc(C(=O)NCC2CCCO2)ccc1Nc1cccc(Cl)c1 (configuration not stated) | 0.0 | 1.2 | -1 | 0
Cc1cccc(CC(=O)N2CCC3(CC2)CC3C(=O)NCCCc2ccncc2)c1 (configuration not stated) | 0.1 | -0.5 | 3 | -3
C=CCOC(=O)C1=C(C)NC(=O)NC1c1ccc(OCC)c(OC)c1 (configuration not stated) | -0.1 | 0.9 | -18 | -7
CN(C)C(=O)C(Cc1ccccc1)N1C(=O)C2C3C=CC(C3)C2C1=O (configuration not stated) | -0.1 | -1.2 | 0 | -4
Cc1ccccc1C(=O)/C(C#N)=N/Nc1c(C)n(C)n(-c2ccccc2)c1=O | -0.7 | -0.3 | 20 | 70*
CCOC(=O)c1sc(NC(=O)CSc2n[nH]c(-c3ccncc3)n2)c(C#N)c1C | 0.1 | -0.6 | -3 | -1
Fc1ccc(N2CCN(C(c3ccccc3)c3nnnn3CC3CCCO3)CC2)cc1 (configuration not stated) | 0.4 | 2.5 | -9 | -5
